Anesthetic bind: candidate novel general anesthetic via apoferritin binding; apoferritin/1-aminoanthracene competitive binding, fluorescence; Potency, µM (doses to about 77.5 µM), for inactives: top-dose activity change, negative = displacement, actives largely listed as inhibitors; hit rate 0.074% among 350,000; further: potency means the concentration at half of the fitted maximal effect; on the % scale 0 is the no-effect control and ±100 the full control effect; nearly all actives have a fitted effect of over 20% in size
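Read-out: endpoint 1-AMA fluorescence, excitation 380 nm and emission 535 nm, after compounds sit 10 min at room temperature with 10 uM horse-spleen apoferritin in 50% saturated 1-AMA/PBS. Values come from four-parameter Hill fits.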
Pol kappa inh: inhibitors of human DNA polymerase kappa; Potency, µM (highest dose often 107 µM), without a hit: at the highest dose activity, negative = inhibition, most hits filed as inhibitors; purified Pol kappa, fluorescent DNA synthesis assay, 10 min; AID 588579; hit rate 0.53% among 400,000; Q9UBT6; further: potency means the concentration at half of the fitted maximal effect; on the % scale 0 is the no-effect control and ±100 the full control effect
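First, compounds were pin-transferred onto 10 nM Pol kappa. After 15 min at room temperature, substrate was added to 50 nM final. Fluorescence was then measured kinetically at 0 and 10 min.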
ERG Ets-DNA blk: blocks human ERG Ets domain binding to DNA; fluorescence polarization, His-ERG Ets domain / labelled DNA; P11308; hit rate 0.028% among 370,000; Potency, µM (doses to about 76.9 µM), for inactives: at the top dose FP activity, negative = inhibition, actives largely listed as inhibitors; AID 624246; active means well fitted inhibition curve with a large enough effect in the polarisation, with a control signal flat; inconclusive means small, poorly fitted or top-dose-only effect, or effect the other way, or a change in a side signal; inactive means no such curve, though single readings can be large or run the other way; the % refers to the polarisation;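 further: polarization taken with two DNA probes labelled with fluorescein and Texas red; potency means the concentration at half of the fitted maximal effect; % of control where 0% means no effect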
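His-tagged ERG Ets domain (1 uM in the protein solution; 300mM KCl, 50mM Tris-HCl, 1mM EDTA, 1mM DTT, pH 7.5) received compound, then a probe mix of 5 nM fluorescein-DNA and 100nM Texas-615-DNA. Fluorescence polarization was read for both dyes.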
BLM helicase inh: inhibitors of human Bloom syndrome helicase BLM | AID 2528 | recombinant BLM DNA unwinding, fluorescence dequenching | P54132 | Potency, µM (doses to about 56.1 µM), for inactives: top-dose activity change, negative = inhibition, hits mostly inhibitors | hit rate 0.2% among 350,000;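 further: potency means the concentration at half of the fitted maximal effect; plate controls were vehicle for no effect and no enzyme for full effect; nearly all actives have a fitted effect of over 35% in size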
12-LOX inh: blocks human arachidonate 12S-lipoxygenase; AID 1671190; hit rate 1.1% among 580,000; purified 12hLO, xylenol orange hydroperoxide absorbance; Potency, µM (series often up to 108 µM), for inactives: top-dose activity change, negative = inhibition, usual class: inhibitors; further: potency means the concentration at half of the fitted maximal effect; on the % scale 0 is the no-effect control and ±100 the full control effect
Target sequence (P18054 whole entry, looked up): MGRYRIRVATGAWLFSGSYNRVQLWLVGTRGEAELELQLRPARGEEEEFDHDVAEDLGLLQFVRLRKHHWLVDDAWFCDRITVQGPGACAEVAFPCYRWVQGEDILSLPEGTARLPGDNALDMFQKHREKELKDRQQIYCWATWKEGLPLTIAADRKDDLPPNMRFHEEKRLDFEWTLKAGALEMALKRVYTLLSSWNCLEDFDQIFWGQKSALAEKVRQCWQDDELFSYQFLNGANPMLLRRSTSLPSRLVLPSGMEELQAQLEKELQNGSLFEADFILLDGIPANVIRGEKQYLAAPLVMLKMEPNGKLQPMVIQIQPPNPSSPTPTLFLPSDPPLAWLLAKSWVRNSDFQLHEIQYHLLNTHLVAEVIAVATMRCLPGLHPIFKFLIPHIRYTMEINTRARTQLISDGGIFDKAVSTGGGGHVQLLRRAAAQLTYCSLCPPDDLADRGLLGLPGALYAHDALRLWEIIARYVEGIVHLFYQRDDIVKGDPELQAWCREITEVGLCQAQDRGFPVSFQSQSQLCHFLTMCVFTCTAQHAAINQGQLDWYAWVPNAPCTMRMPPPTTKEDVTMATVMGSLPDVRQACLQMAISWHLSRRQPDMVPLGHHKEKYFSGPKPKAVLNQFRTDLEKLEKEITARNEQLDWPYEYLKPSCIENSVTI
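Hydroperoxide product was detected by ferrous iron/xylenol orange as the 573 to 405 nm absorbance ratio. Arachidonic acid at 40 uM (final) was turned over for 30 min at room temperature by 150 nM human 12hLO, pH 7.0 Hepes buffer, after 15 min compound preincubation.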
APEX1 inh: blocks human APE1 abasic DNA cleavage; P27695; recombinant APE1, TAMRA/BHQ-2 abasic DNA cleavage fluorescence; Potency, µM (highest dose often 65.8 µM), without a hit: at the top dose activity change, negative = inhibition, actives largely listed as inhibitors; hit rate 0.35% among 350,000; AID 2517;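 further: potency means the concentration at half of the fitted maximal effect; plate controls were vehicle for no effect and reference inhibitor for full effect; nearly all actives have a fitted effect of over 55% in size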
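Enzyme (0.75 nM final) and test compound are incubated 15 min at room temperature before adding 50 nM quenched THF abasic-site duplex. Cleavage dequenches TAMRA, followed at 525/598 nm over three reads one minute apart.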
TRHR ag: TRH receptor (human) agonism; TRHR cells, calcium flux fluo-8, FDSS agonist mode; hit rate 0.18% among 360,000; activation, % at 2 µM; in the data active means activation above about 30%; further: 0% is about no effect
Target sequence (P34981 whole entry, looked up): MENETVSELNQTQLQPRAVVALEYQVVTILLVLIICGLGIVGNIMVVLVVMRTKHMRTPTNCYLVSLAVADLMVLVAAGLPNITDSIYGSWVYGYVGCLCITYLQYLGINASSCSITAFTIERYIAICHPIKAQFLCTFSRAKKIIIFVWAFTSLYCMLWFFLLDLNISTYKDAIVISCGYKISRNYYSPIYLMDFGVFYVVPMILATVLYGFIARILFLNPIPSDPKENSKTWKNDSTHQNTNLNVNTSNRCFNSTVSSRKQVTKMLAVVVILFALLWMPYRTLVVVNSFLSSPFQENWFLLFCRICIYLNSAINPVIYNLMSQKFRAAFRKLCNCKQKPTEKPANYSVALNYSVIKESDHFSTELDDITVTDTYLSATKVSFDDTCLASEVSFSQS
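In this calcium-flux screen, cells bearing human TRHR are dye-loaded with fluo-8, baselined for 10 cycles, then exposed to library compounds; positive kinetic calcium responses during the agonist phase mark hits, with TRH as control.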
POLI inh: inhibitors of human DNA polymerase iota; Q9UNA4; Pol iota fluorescent replication assay, 10 min; Potency, µM (top dose mostly 115 µM), for the others: at the top dose activity, negative = inhibition, most hits filed as inhibitors; hit rate 1% among 390,000; AID 588590; further: potency means the concentration at half of the fitted maximal effect
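Fluorescent replication assay read twice, at 0 min and 10 min after adding 50 nM (final) substrate. Enzyme (10 nM) and compounds were first incubated 15 min at room temperature; enzyme-free buffer wells were negative controls.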
POLB inh: DNA polymerase beta (human) inhibition | P06746 | AID 485314 | Potency, µM (titrated, usually from 114 µM), for inactives: at the top dose activity change, negative = inhibition, hits mostly inhibitors | hit rate 1.3% among 340,000 | Pol beta primer extension/strand displacement, fluorescence kinetic; further: potency means the concentration at half of the fitted maximal effect; on the % scale 0 is the no-effect control and ±100 the full control effect
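Reaction started by 50 nM substrate onto compound-treated Pol beta (10 nM, 15 min preincubation, room temperature); plates read at 0 min and 10 min. Normalized concentration-effect data fitted by four-parameter Hill equation.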
Numbers without * were called inactive; ? = inconclusive; / = no result given; [ ] = remark or other dose. Unless noted, the call rests on the fitted dose curve; in most records, active means well fitted curve in the direction sought with a large enough effect; inconclusive means small, poorly fitted or top-dose-only effect, or another doubt; inactive means no such curve, though single readings can be large; an effect the other way counts as inactive or inconclusive.

SMILES	Anesthetic bind	Pol kappa inh	ERG Ets-DNA blk	BLM helicase inh	12-LOX inh	APEX1 inh	TRHR ag	POLI inh	POLB inh
Cc1ccc(C)c(NC(=O)CSc2nnc(CCNC(=O)OC(C)(C)C)o2)c1	-3%	-20%	1%	-2%	-19%	5%	-0.1	7%	19%
Cc1ccc2nc(CSc3nnc(NC(=O)c4cccc(Br)c4)s3)cc(=O)n2c1	-8%	-11%[60.1 µM]	-2%	0%	0%	/	0.3	24%	1%
O=C(NC(=S)NCCN1CCOCC1)c1ccccc1	-9%	-8%	5%	-2%	-23%	4%	-1.1	-25%	0%[57.1 µM]
O=c1c2c3c(sc2nnn1Cc1ccc(Br)cc1)CCCC3	-10%	-7%	5%	-7%	?	/	0.2	-4%	?
O=C(CC(c1ccccc1)c1cc(Br)ccc1O)N1CCCC1 (stereo not given)	?	1%	15%	-14%	-9%	10%	-0.3	1%	11%
Cc1cccc(N2C(=O)CC(Sc3ccccc3C(=O)O)C2=O)c1 (stereo not given)	-14%	2%	-5%	4%	-23%	0%	0.2	?	-2%
CCc1noc(C)c1C(=O)Nc1ccc(C#N)cc1	/	-1%	9%	/	-14%	14%	0.2	1%	/
CCOC(=O)[C@@H]1[C@H]2COc3ccccc3[C@@H]2N2C(=O)N(c3cccc(Cl)c3)C(=O)[C@@]12C	-8%	-8%	8%	-9%	0%	-16%	-0.3	-9%	32%
Cc1ccc(Cl)cc1NC(=O)CCS(=O)(=O)c1ccc(Br)s1	-4%	-20%	2%	-5%	7%	/	-1.6	9%	?
COc1ccc(C(=O)Cn2c(NCCO)nc3ccccc32)cc1OC	-2%	0%	-6%	1%	-3%[57.4 µM]	-5%	0.1	?	10%
Clc1cc(-c2ccc(/C=N/n3cnnc3)o2)ccc1Br	-8%	-4%	-14%	3%	-4%	-4%	-1.2	4%	2%
COC(=O)c1c(NC(=O)CN2C(=O)NC3(CCC(C)CC3)C2=O)sc2c1CCC2 (stereo not given)	/	-13%	1%	/	1%	-2%	0.7	?	/
CCOc1ccccc1C(=O)Nc1cccc(-c2nc3ccccc3s2)c1	-11%	-8%	11%	-5%	?	/	1.0	0%	-28%
Cc1cc(C)cc(C(=O)OCC(=O)NCCNC(=O)COC(=O)c2cc(C)cc(C)c2)c1	-5%	2%	6%	-8%	295%[activator]	18%	1.5	3%	-2%
O=C(N/N=C1/CC2C=CCC12)c1ccco1 (stereo not given)	5%	6%	-7%	-4%	0%	5%	-0.1	121%[activator]	-15%
O=C(c1ccccc1)c1cccc(NC(=O)c2ccc(Br)o2)c1	?	-4%	4%	-8%	19%	-2%	0.7	9%	-1%
CCOC(=O)c1c(C)[nH]c(CCC(=O)Nc2ccccc2OCC)c1C	2%	-4%[60.1 µM]	-1%	1%	0%	/	-0.4	19%	?
O=C(Nc1cccc(-c2csc(-c3ccccc3)n2)c1)c1cccs1	-14%	-5%	/	-14%	7%	0%	2.2	?	1%
Cn1cc(C(=O)c2ccc(Cl)cc2Cl)cc1C(=O)N/N=C(\N)COc1ccc(F)cc1	-19%	-24%	-1%	-8%	409%[activator]	-5%	-0.6	-3%	14%
CC(C)(C)c1ccc(C(=O)OCC(=O)N2CCC(c3ccccc3)=N2)cc1	/	15%	5%	/	-5%	-6%	0.8	19%	/
NNC(=O)C1CC1(c1ccccc1)c1ccccc1 (stereo not given)	9%	-12%	-7%	-2%	0%	-4%	-0.7	-8%[58.9 µM]	-21%
Cc1[nH]n(-c2ccccc2)c(=O)c1C(=O)Nc1ccccc1	-4%	-5%	11%	-4%	?	27%	0.0	?	23%
Cc1ccc(C)c(Nc2nc(-c3cccnc3)cs2)c1	?	1%	1%	-5%	-28%	-13%	3.1	2%	8%
FC(F)(F)c1ccc2c(c1)C1C=CCC1C(c1ccncc1)N2 (stereo not given)	?	-12%	16%	-13%	?	-9%	-1.2	21%	19%
Cc1cccc(C)c1NC(=O)c1cccnc1	-3%	-7%	-2%	-5%	0%	17%	-0.1	119%[activator]	2%
COC(=O)C(C)Sc1nc2c(cnn2-c2ccc(Cl)cc2)c(=O)[nH]1 (stereo not given)	2%	-1%	11%	0%	-2%	70%[activator]	-0.4	28%	3%
Cc1ccc(S(=O)(=O)N(C)C)cc1NC(=S)NNC(=O)C1CC1	-11%	-8%	3%	-1%	2%	2%	-0.5	219%[activator]	31%
O=C1[C@H]2[C@@H](C(=O)N1c1cccc3ccccc13)C1(C(=O)c3ccccc3C1=O)N1CCC[C@@H]21	-15%	-6%	-9%	-12%	0%	-3%	-0.6	39%[activator]	20%
O=C(O)c1ccc(N2CCCS2(=O)=O)cc1	9%	-3%	-21%	-2%	-13%	71%[activator]	0.7	-13%	17%
CCN(C[C@H]1N[C@@](Cc2ccccc2)(C(=O)OC)[C@H]2C(=O)N(C)C(=O)[C@@H]12)C(=O)Nc1ccccc1	/	-2%	-1%	/	-5%	22%	/	-12%	/

Whole records as entered above. Order of screens: Anesthetic bind, Pol kappa inh, ERG Ets-DNA blk, BLM helicase inh, 12-LOX inh, APEX1 inh, TRHR ag, POLI inh, POLB inh
`FC(F)(F)c1ccc2c(c1)C1C=CCC1C(c1ccncc1)N2` (stereo not given) is listed with ?, -12%, 16%, -13%, ?, -9%, -1.2, 21%, 19%
`Cc1[nH]n(-c2ccccc2)c(=O)c1C(=O)Nc1ccccc1` is listed with -4%, -5%, 11%, -4%, ?, 27%, 0.0, ?, 23%

3 compounds already listed, sorted by heavy-atom count, smallest number first.
SMILES	Anesthetic bind	Pol kappa inh	ERG Ets-DNA blk	BLM helicase inh	12-LOX inh	APEX1 inh	TRHR ag	POLI inh	POLB inh
NNC(=O)C1CC1(c1ccccc1)c1ccccc1 (stereo not given)	9%	-12%	-7%	-2%	0%	-4%	-0.7	-8%[58.9 µM]	-21%
Cc1ccc(C)c(Nc2nc(-c3cccnc3)cs2)c1	?	1%	1%	-5%	-28%	-13%	3.1	2%	8%
Cc1ccc(S(=O)(=O)N(C)C)cc1NC(=S)NNC(=O)C1CC1	-11%	-8%	3%	-1%	2%	2%	-0.5	219%[activator]	31%

Carrying on:
SMILES	Anesthetic bind	Pol kappa inh	ERG Ets-DNA blk	BLM helicase inh	12-LOX inh	APEX1 inh	TRHR ag	POLI inh	POLB inh
Cc1cccc(N(C(=O)CCC(=O)Nc2cc(C)on2)C(C(=O)NC2CCCC2)c2cccnc2)c1 (stereo not given)	-8%	6%	-12%	-2%	5%	29%	-0.1	60%[activator]	10%
COc1ccc(/C(N)=N/O)c(OC)c1	-1%	-2%	-5%	-1%	4%	-14%	0.1	10%	-14%
CCSc1nnc(NC(=O)C2C3C=CC(C3)C2C(=O)O)s1 (stereo not given)	-5%	-13%	-3%	1%	-28%	?	0.6	?	?
Cc1nnc(Sc2cc(C(=O)NCCCN(C)Cc3ccccc3)c3ccccc3n2)s1	-2%	-6%	2%	59%[activator]	-12%	-6%	0.1	12%	-22%
Cc1cc2cc(CNC(=O)c3ccc(S(=O)(=O)N4CCCCC4)cc3)ccc2n1C	?	5%	?	-1%	?	-2%	-0.9	-5%	0%
C=CCn1c(SCC(=O)N2CCCC2=O)nc2sc(CC)cc2c1=O	/	-17%	-8%	/	179%	34%	0.5	17%	/
Cc1cccc(NC(=O)CCSc2ccccc2)c1C	-8%	-8%	12%	-1%	7%	1%	-0.9	8%	47%
N#C/C(=C\c1cc([N+](=O)[O-])c(N2CCOCC2)cc1N1CCOCC1)c1nc2ccccc2[nH]1	-5%	-18%	-1%	-3%	28%	-5%	-0.2	21%	-8%
Nc1ccccc1Nc1cc(-c2cccc(Cl)c2)nn1-c1ccccc1	-18%	-7%	/	-13%	1%	-4%	0.3	-12%	23%
O=C(C1=C[C@@H](c2ccc(Br)cc2)C[C@@H](OCc2ccc(CO)cc2)O1)N1CCN(Cc2ccccc2)CC1	2%	-6%	3%	-6%	/	-5%	0.4	-12%	0%

Quoted from the listing:
Cc1cccc(NC(=O)CCSc2ccccc2)c1C | ERG Ets-DNA blk: 12%
Cc1ccc(Cl)cc1NC(=O)CCS(=O)(=O)c1ccc(Br)s1 | Anesthetic bind: -4%

The list continues:
SMILES	Anesthetic bind	Pol kappa inh	ERG Ets-DNA blk	BLM helicase inh	12-LOX inh	APEX1 inh	TRHR ag	POLI inh	POLB inh
COc1ccc(-c2oc(=O)c3cc(OC)c(OC)cc3c2-c2ccc3c(c2)OCO3)cc1	/	-8%	-4%	/	-15%	18%	/	-5%	/
Cc1ccc(-c2csc(NC(=O)Cn3[nH]c(=O)c4ccccc4c3=O)n2)cc1	?	-2%	7%	-7%	-10%	9%	-0.2	11%	-17%
Cc1ccc(CN(C)C(=O)c2cc(COc3ccc(F)cc3Cl)on2)o1	?	-5%	5%	-13%	-19%	2%	-2.9	23%	12%
CCN1C[C@@H]2[C@@H]3C(=O)N(Cc4ccccc4)C(=O)[C@@H]3[C@](Cc3ccccc3)(C1=O)N2C(=O)c1ccc(Br)cc1	/	14%	2%	/	?	/	/	39%[activator]	/
Cc1noc(C)c1C(=O)N1CCC[C@@]2(CCN(c3ncccn3)C2)C1	/	-3%[60.1 µM]	/	4%	-13%[57.4 µM]	-1%	/	/	/
Cc1cc(C)c(C(=O)C[n+]2cccc(C(N)=O)c2)c(C)c1	-1%	-5%	3%	-1%	6%	0%	-0.3	-19%[58.9 µM]	2%
Cc1ccc(N(CC(=O)NCc2ccc(F)cc2)C(=O)c2csnn2)c(C)c1	-11%	7%	-10%	-1%	-1%	-2%	0.2	-5%	-1%
CS(=O)(=O)c1ccc(C(=O)NC2CCCc3ccccc32)cc1 (stereo not given)	-10%	-2%	-5%	-1%	/	-3%	0.9	278%[activator]	-4%

The list is partial; count on the stated rates, not on these rows.
